From PubChem
CHRM5 PAM: positive allosteric modulators of human muscarinic M5 receptor | activation, % at 3 µM | CHO-K1 hM5, Fluo-8 calcium, ACh EC20 PAM; 0% = ACh EC20, 100% = ACh EC100 | 0.3% of 360,000 active;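 active = activation above the run cutoff, the mean activation of all test compounds plus 3 SD, cut at about 18% in these data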
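Test system: CHO-K1 hM5 cells / Doses: single-point, 3 µM nominal / Times: Post-acetylcholine fluorescence recording 140 s / Technique: Fluo-8 calcium fluorescence / Measure: Max/basal fluorescence ratio as % of EC20–EC100 ACh window / Benchmarks: low control EC20 acetylcholine (0%), high control EC100 acetylcholine (100%) / Replicates: one well per compound, no replicates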
M5 ag: CHRM5 agonism in calcium assay; P08912; CHO-K1 hM5 cells, Fluo-8 calcium fluorescence; 0% DMSO wells, 100% maximal acetylcholine response; activation, % at 3 µM; 0.19% of 360,000 active;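 active = activation above the run's mean over test compounds plus 3 SD, cut at about 23% in these data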;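 note: signal is peak over basal fluorescence ratio across the kinetic read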
CHRM1 agonist: human M1 muscarinic receptor agonism; P11229; CHO-K1 hM1, Fluo-8 calcium fluorescence, agonist mode; 0% DMSO, 100% acetylcholine EC100; activation, % at 3 µM; 0.33% of 360,000 active;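 active = activation above the run's mean compound activation plus 3 SD, cut at about 16% in these data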;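 note: peak over basal fluorescence ratio within a 140 s kinetic read after compound addition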
CHRM1 PAM: human CHRM1 positive allosteric modulation | P11229 | CHO-K1 hM1, Fluo-8 calcium fluorescence, ACh EC20; 0% = ACh EC20, 100% = maximal ACh | activation, % at 3 µM | 0.088% of 360,000 active | AID 588819; in the data active = activation above about 19%, passing the limit was not always enough
TAAR1 agonist: agonists of human TAAR1. 0.99% of 360,000 active. Q96RJ0. CHO RD-HGA16 TAAR1, Fluo-8 calcium fluorescence; vehicle wells 0%, saturating PEA agonist 100%. activation, % at 3 µM;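 active = activation above the mean activation of all test compounds in the run plus 3 SD, cut at about 38% in these data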
Target sequence (Q96RJ0 whole entry, looked up): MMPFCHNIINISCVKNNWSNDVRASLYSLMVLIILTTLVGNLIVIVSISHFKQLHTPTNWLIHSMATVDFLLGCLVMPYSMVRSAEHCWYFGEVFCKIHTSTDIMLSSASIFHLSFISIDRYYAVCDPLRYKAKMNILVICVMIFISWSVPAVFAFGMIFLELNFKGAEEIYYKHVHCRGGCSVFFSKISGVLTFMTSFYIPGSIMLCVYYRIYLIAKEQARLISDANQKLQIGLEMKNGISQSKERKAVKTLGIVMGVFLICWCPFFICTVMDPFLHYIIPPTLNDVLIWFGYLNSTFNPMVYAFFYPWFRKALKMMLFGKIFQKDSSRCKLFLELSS
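Assay system – CHO-derived RD-HGA16 cells with stable Gα16 and human TAAR1 · Compound dosing – one-point dosing at 3 µM (nominal) · Incubation – 17-24 h seeding, 75 min 37 °C dye, 30 min RT · Measured by – kinetic Fluo-8 calcium fluorescence · Control set – DMSO vehicle as 0%, PEA at EC100 as 100% · Repeats – single well for each compound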
CHRM5 antagonist: antagonists of human muscarinic M5 receptor (CHRM5). 0.59% of 360,000 active. CHO-hM5 cells, Fluo-8 calcium fluorescence, ACh EC80. P08912. inhibition, % at 3 µM. AID 624040;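 active = inhibition above a per-plate cutoff, the mean of that plate's test compounds plus 3 SD, cut at about 27% in these data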;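 note: 0% = acetylcholine EC80 with DMSO and 100% = DMSO without agonist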
M4 antag: antagonists of human muscarinic M4 receptor (CHRM4) | inhibition, % at 3 µM | AID 624125 | 0.73% of 360,000 active | CHO-hM4 cells, ACh EC80, Fluo-8 calcium fluorescence;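 active = inhibition above its plate's cutoff, the mean inhibition of sample wells plus 3 SD, cut at about 27% in these data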;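 note: 0% = acetylcholine EC80 with DMSO and 100% = DMSO without agonist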
Target sequence (P08173 whole entry, looked up): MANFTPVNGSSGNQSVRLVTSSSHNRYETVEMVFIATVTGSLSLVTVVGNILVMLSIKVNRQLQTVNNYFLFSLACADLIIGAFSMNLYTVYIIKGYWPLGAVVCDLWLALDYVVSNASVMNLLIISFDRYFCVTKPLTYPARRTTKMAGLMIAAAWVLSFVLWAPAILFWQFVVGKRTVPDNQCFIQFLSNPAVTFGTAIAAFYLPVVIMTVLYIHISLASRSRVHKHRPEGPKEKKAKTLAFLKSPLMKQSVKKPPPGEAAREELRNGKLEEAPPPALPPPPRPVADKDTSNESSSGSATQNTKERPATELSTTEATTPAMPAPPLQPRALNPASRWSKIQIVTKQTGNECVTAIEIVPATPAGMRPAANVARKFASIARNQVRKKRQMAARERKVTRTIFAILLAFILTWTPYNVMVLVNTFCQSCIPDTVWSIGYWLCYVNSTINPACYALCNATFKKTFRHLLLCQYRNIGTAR
CHRM1 antagonist: blocks human M1 muscarinic receptor. P11229. CHO-K1 hM1, Fluo-8 calcium fluorescence, ACh EC80 antagonist. inhibition, % at 3 µM. 1.3% of 360,000 active. AID 588852;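 active = percent inhibition above its own plate's cutoff, namely the mean of that plate's compound wells plus 3 SD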;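 note: peak over basal fluorescence ratio during 140 s after agonist addition; 0% = ACh EC80 plus DMSO and 100% = DMSO alone without agonist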
M4 ag: CHRM4 agonism in calcium assay. activation, % at 3 µM. CHO-K1 hM4/Gqi5, Fluo-8 calcium fluorescence; vehicle 0%, full acetylcholine response 100%. 0.14% of 360,000 active. P08173;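 active = activation above the run mean over all test wells plus 3 SD, cut at about 32% in these data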;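 note: peak over basal fluorescence ratio per well then scaled between controls; 0% = DMSO wells and 100% = acetylcholine at EC100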
An asterisk follows results filed as active; nt = not tested or not shown.

Structure	TAAR1 agonist	M4 antag	M4 ag	CHRM1 antagonist	CHRM1 PAM	M5 ag	CHRM5 antagonist	CHRM1 agonist	CHRM5 PAM
CN(C)CCN(CC1CCCN(Cc2ccccc2F)C1)C(=O)Cc1ccccc1F (stereo not drawn)	4.1	-9.9	1.7	-11.6	11.2	-5.5	-9.5	-5.8	-3.6
O=C(O)C(O)(c1ccc(Cl)cc1)C1(O)CCCC1 (stereo not drawn)	3.4	-5.1	0.3	-2.7	2.5	3.2	-2.0	1.5	0.3
CCn1c(O)c(C=Nc2ccc(S(N)(=O)=O)cc2)c(=O)n(CC)c1=S	8.8	-10.3	4.1	0.2	0.7	0.6	7.0	-6.8	-3.5
CC1=CC2OC3CC4OC(=O)C=CC=CC(=O)OCCC(C)C(O)C(=O)OCC2(CC1)C4(C)C31CO1 (stereo not drawn)	27.8	19.4	19.1	36.8*	-17.8	6.3	12.3	1.5	-36.2
O=C1CC2OCC=C3CN4CCC56c7cc([N+](=O)[O-])ccc7N1C5C2C3CC46 (stereo not drawn)	0.2	2.9	0.9	-7.2	0.1	-3.4	-3.8	-6.1	7.5
CCOC(=O)[C@]12Cc3cc(Cl)ccc3[C@H]1N(Cc1ccccc1)C(=O)c1cc(OC)ccc12	1.1	5.7	-0.1	nt	nt	6.6	-3.8	nt	9.0
NCCCP(=O)(O)CCc1ccccc1	5.5	-1.3	1.4	-17.4	5.1	2.0	-1.3	-0.8	-3.5
CCCCCc1cc(O)c2c3c(c(=O)oc2c1)CN(C)CC3	18.9	0.5	4.0	9.2	-3.5	1.0	8.0	-1.8	7.0

More compounds follow:
Structure	TAAR1 agonist	M4 antag	M4 ag	CHRM1 antagonist	CHRM1 PAM	M5 ag	CHRM5 antagonist	CHRM1 agonist	CHRM5 PAM
COc1ccc(C(=O)C2CCCN(C3CSCCSC3)C2)cc1OC (stereo not drawn)	2.1	38.8*	2.2	97.2*	-25.6	-18.6	9.5	-7.4	-16.1
Cc1ccsc1C(=O)C1CCCN(Cc2cnc(N)nc2)C1 (stereo not drawn)	7.0	-7.6	0.2	-11.6	5.2	-21.1	15.9	-6.2	-29.2
Cc1ccc(OC(=O)N(C)C[C@@H]2OCc3cnnn3CCCC(=O)N([C@H](C)CO)C[C@@H]2C)cc1	5.9	-15.8	1.0	-14.0	6.7	-0.7	7.9	-4.2	-2.2
Fc1ccc(N2Cc3ccccc3-n3nncc3C2)cc1	-0.2	6.0	-0.5	1.3	6.2	-3.0	-3.8	-0.1	-1.2
CCOc1ccc(N2C(=O)NC(=O)/C(=C\c3cc(OC)c(OC)cc3[N+](=O)[O-])C2=O)cc1	nt	-0.3	1.0	-10.7	10.2	2.3	-3.7	-4.3	4.6
O=C1NC(=O)N(CCNc2ncc(C(F)(F)F)cc2Cl)C(=O)C1Cc1ccc(Cl)cc1 (stereo not drawn)	-1.2	-9.0	0.2	-12.6	5.6	-3.3	-14.5	-6.0	11.0
CCCCCc1nc2ccccc2c(=O)n1-c1ccccc1[N+](=O)[O-]	-1.1	-3.6	-0.1	-3.4	-22.7	-9.6	13.1	-12.8	-18.1
C[C@H](CO)N1C[C@H](C)[C@@H](CN(C)C(=O)Oc2ccc3ccccc3c2)OCc2cn(nn2)CCCC1=O	0.7	-4.6	0.3	-6.4	-1.3	1.3	-5.1	-8.1	-2.3

Next part
Structure	TAAR1 agonist	M4 antag	M4 ag	CHRM1 antagonist	CHRM1 PAM	M5 ag	CHRM5 antagonist	CHRM1 agonist	CHRM5 PAM
COc1cc(C(=O)N2C[C@H]3C[C@@H](C2)c2cccc(=O)n2C3)cc(OC)c1OC	1.0	-1.2	0.7	-0.1	-1.3	2.5	3.3	-1.2	-5.8
COc1ccccc1CN1CCN(C(=O)Cc2ccccc2)CC1	1.4	-1.9	0.3	-30.7	4.2	-3.1	-10.3	-6.1	3.6
CC1CC(C)CN(C(=O)COC(=O)c2cn(C)c3ccccc23)C1 (stereo not drawn)	0.5	-11.1	3.2	4.0	-2.5	2.5	-1.3	-2.6	2.5
COc1ccc(CN2Cc3cnnn3-c3ccccc3C2C#N)cc1 (stereo not drawn)	9.1	12.8	2.4	-17.7	16.8	1.1	14.2	-2.2	3.2
COc1cc(OC)cc(C2(C#N)CCN(C)CC2)c1	5.5	4.3	1.0	-9.7	1.2	-19.4	0.2	-6.6	6.8
CC1CN=C(NC(C)c2ccccc2)S1 (stereo not drawn)	5.4	10.7	0.1	2.4	2.7	-10.6	2.5	-9.5	-0.6
CC(C)c1ccccc1NC1=NCCCS1	-0.2	-12.2	2.4	13.0	-6.3	-7.8	3.0	-11.4	-5.0
CS(=O)(=O)c1ccc(C2=C(CNC(=O)c3ccc([N+](=O)[O-])cc3)[C@H]3CC[C@@H](C2)N3CCOc2ccccc2)cc1	0.1	-9.5	0.9	22.9	-19.4	-2.8	-5.1	-11.5	0.1

(further entries)
Structure	TAAR1 agonist	M4 antag	M4 ag	CHRM1 antagonist	CHRM1 PAM	M5 ag	CHRM5 antagonist	CHRM1 agonist	CHRM5 PAM
O=C(CCN1CCCCC1)NCC(=O)Nc1ccc(Br)cc1C(=O)c1ccccc1	2.2	12.9	-0.2	4.0	-5.4	-5.5	7.4	-5.0	-6.1
CCCN(CCC)C1Cc2cc(OC)c(OC)cc2C1	0.0	12.6	-0.2	19.6	-21.4	-1.4	0.7	-7.8	-3.2
Cc1cc(N(CCCl)CCCl)ccc1C=NNC(=O)Cc1cc(=O)oc2cc(O)ccc12	4.5	1.1	-1.5	-15.2	23.1	0.8	10.8	0.9	0.3
O=C1NC(=O)C2C1C1(Cl)C(Cl)=C(Cl)C2(Cl)C1(Cl)Cl (stereo not drawn)	10.2	7.2	3.4	-4.5	6.3	4.5	2.1	2.1	3.6
CCOC(=O)c1nsnc1NCCCl	0.8	4.0	0.9	5.3	1.0	1.4	-1.7	-3.2	4.0
COC(=O)C1=C(c2ccc(OC(F)(F)F)cc2)C[C@@H]2CC[C@H]1N2C(=O)NCCOc1ccccc1	7.6	-7.5	3.1	2.0	0.9	-1.2	16.5	-2.7	4.2
Cc1nc2ccccc2c(=O)n1-c1ccc(Br)cn1	-1.0	-6.5	0.7	1.3	6.7	-2.5	6.5	-1.1	-4.0
OC(c1ccccc1)(c1ccccc1)C1CN2CCC1CC2 (stereo not drawn)	7.0	75.0*	1.2	98.1*	-28.1	-11.7	99.2*	-11.0	-22.5

Look-ups from above:
CCCN(CCC)C1Cc2cc(OC)c(OC)cc2C1 in CHRM1 agonist is entered as -7.8
O=C1NC(=O)C2C1C1(Cl)C(Cl)=C(Cl)C2(Cl)C1(Cl)Cl (stereo not drawn) in CHRM5 PAM is entered as 3.6
CCOC(=O)c1nsnc1NCCCl in TAAR1 agonist is entered as 0.8

(listing goes on)
Structure	TAAR1 agonist	M4 antag	M4 ag	CHRM1 antagonist	CHRM1 PAM	M5 ag	CHRM5 antagonist	CHRM1 agonist	CHRM5 PAM
COC(=O)C(O)(c1ccc(NC(=O)c2cccs2)cc1)C(F)(F)F (stereo not drawn)	1.8	-0.3	1.3	-3.5	8.8	-7.7	16.4	-2.9	-11.6
CCOC(=O)C1CCN(/C=C2/C(=O)NC(=S)N(c3ccccc3F)C2=O)CC1	5.1	-8.1	0.7	-7.8	2.3	3.5	1.5	11.0	0.5
Cc1ccc(-c2nc3ccccc3c(=O)n2-c2cccc(O)c2)cc1	5.5	-4.2	3.1	2.7	5.5	-3.3	0.7	-9.8	-4.3
Cc1cccc(CN2CCN(CC(=O)N3CCC4(CC3)OCCO4)C2=O)c1	6.8	-3.4	0.7	-9.1	2.8	-0.7	-0.4	-2.2	-2.6
CC(=O)OC1CCC2(C)C3CCC4(C)C(OC(C)=O)CCC4C3C(C)C2(O)C1 (stereo not drawn)	2.2	3.5	-0.8	-8.8	-0.4	-8.1	6.3	-8.3	-4.1
COc1ccc(C(=O)CC(c2ccc(OC)c(OC)c2)c2c(O)c3ccccc3oc2=O)cc1OC (stereo not drawn)	4.7	2.8	0.1	-2.2	7.4	0.5	6.2	-1.4	-0.7
CN1CCN(C(=O)COc2ccc3ccccc3c2)CC1	-0.8	-19.6	-0.6	-10.1	20.4	0.2	-2.2	2.6	8.8
COC(=O)C1=C(c2ccc(S(C)(=O)=O)cc2)C[C@@H]2CC[C@H]1N2C(=O)N1CCOCC1	13.5	-13.7	0.4	21.8	-12.6	-1.6	9.7	-1.5	-2.8

More structures follow:
Structure	TAAR1 agonist	M4 antag	M4 ag	CHRM1 antagonist	CHRM1 PAM	M5 ag	CHRM5 antagonist	CHRM1 agonist	CHRM5 PAM
O=c1[nH]c(=S)n(CCC2=CCCCC2)c(O)c1C=NCc1cccnc1	-0.6	1.9	1.2	2.4	1.5	0.7	9.6	-2.5	-7.2
CCCCn1c(O)c(/C(CC)=N/N2CCCCC2c2cccnc2)c(=O)[nH]c1=S (stereo not drawn)	-0.2	4.7	-2.3	7.4	-0.1	-1.5	-1.0	-5.7	1.1
CSc1ccc(CN2CCN(C(=O)COc3cccc(C)c3)CC2)cc1	0.2	2.0	2.5	23.1	-2.6	1.8	-1.5	-2.1	-0.7
COP(=O)(NC(=O)C(Cl)(Cl)Cl)OC	10.2	12.0	0.5	-10.3	3.2	0.5	-3.4	-1.9	-3.2
COc1ccc(CN2C(=O)NC(=O)/C(=C\c3ccc(OC)c(OC)c3OC)C2=O)cc1	12.3	10.8	0.6	-4.8	9.4	-2.2	0.9	-6.0	-3.9
CS(=O)(=O)NCc1nnc2n1-c1ccc(Cl)cc1C(c1ccccc1)=NC2	0.6	3.2	0.1	-19.6	15.4	0.0	6.2	-0.7	-1.2
CC(NCc1ccccc1C(F)(F)F)C(O)c1ccccc1 (stereo not drawn)	-0.7	3.5	-0.8	-23.7	5.1	-0.1	5.2	-3.8	5.4
O=C(Cn1ncc2c3ccccc3n(Cc3ccc(F)cc3)c2c1=O)N1CCC2(CC1)OCCO2	nt	-0.1	2.1	2.7	3.2	1.1	0.4	-1.9	6.5

Only CHRM1 PAM and CHRM1 agonist (2 entries from above):
SMILES | CHRM1 PAM | CHRM1 agonist
CC(NCc1ccccc1C(F)(F)F)C(O)c1ccccc1 (stereo not drawn) | 5.1 | -3.8
CCCCn1c(O)c(/C(CC)=N/N2CCCCC2c2cccnc2)c(=O)[nH]c1=S (stereo not drawn) | -0.1 | -5.7

An excerpt; the hit share may differ from the screen's.
